# bub3 = NCI yeast anticancer drug screen, S. cerevisiae bub3 mutant strain; AID 167; % growth inhibition at 50 µM; hit rate 9.9% among 78,000;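 also: 0% = growth of vehicle-only cultures of the same strain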
#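 Whole-cell yeast assay. The mutant strain was incubated with compounds, and growth inhibition was determined by comparison with vehicle-treated cells.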
# yeast mlh1 rad18 = NCI yeast anticancer drug screen, S. cerevisiae mlh1 rad18 strain. AID 175. % growth inhibition at 50 µM. hit rate 11% among 79,000;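 also: 0% = growth of vehicle-only cultures of the same strain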
#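 Steps: expose repair-defective yeast to compound; measure growth; express inhibition against vehicle-treated controls.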
# cln2 rad14 = NCI yeast anticancer drug screen, S. cerevisiae cln2 rad14 strain | % growth inhibition at 50 µM | hit rate 8.3% among 78,000 | AID 165;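 also: 0% = growth of vehicle-only cultures of the same strain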
#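 Growth inhibition, relative to vehicle-treated controls, is the read-out. The test organism is a yeast strain with defined genetic alterations, cln2 rad14.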
# sgs1 mgt1 = NCI yeast anticancer drug screen, S. cerevisiae sgs1 mgt1 strain. % growth inhibition at 50 µM. hit rate 10% among 78,000. AID 161;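 also: 0% = growth of vehicle-only cultures of the same strain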
#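 Inhibition of yeast growth, normalised to vehicle-treated controls, is reported for a strain bearing genetic alterations in DNA damage repair.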
# rad50 = NCI yeast anticancer drug screen, S. cerevisiae rad50 strain. % growth inhibition at 50 µM. AID 155. hit rate 10% among 79,000;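 also: 0% = growth of vehicle-only cultures of the same strain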
#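 Inhibition values express reduced yeast growth in compound-treated cultures relative to vehicle-treated controls.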
# yeast mec2-1 = NCI yeast anticancer drug screen, S. cerevisiae mec2-1 strain; growth inhibition, % at 50 µM; hit rate 9% among 79,000; AID 157;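 also: 0% = growth of vehicle-only cultures of the same strain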
#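 Yeast mec2-1 mutant treated with compound. Readout: growth inhibition vs vehicle controls.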
# Starred values were filed as active, the others as inactive; / = not tested or not shown; & = joins results of further samples. Rule as the data show it: active = growth inhibition above about 70%; inactive = the rest.
SMILES,bub3,yeast mlh1 rad18,cln2 rad14,sgs1 mgt1,rad50,yeast mec2-1
N#CC(NNC(=O)c1ccccc1O)c1ccc(O)cc1 (stereo not given),8,-22,-18,3,7,1
Nc1cc(N)[nH]c(=O)n1,-24,-13,15,-25,-8,-30
CC(C)CN(CC(=O)NC(=O)c1ccccc1)CC(C)C,-4,-4,-38,-12,-2,-10
N#Cc1c(F)c(F)c(NN)c(F)c1F,-18,-28,-48,-5,4,-8
Cc1c(NC(=O)CCl)c(=O)oc2c(C)c3occc(=O)c3cc12,79*,92*,29,91*,97*,84*
CCS(=O)(=O)C(C(OC(C)=O)C(OC(C)=O)C(OC(C)=O)C(COC(C)=O)OC(C)=O)S(=O)(=O)CC (stereo not given),-9,11,3,7,23,4
CC(C)CC(C)(O)C#CC(C)(O)CC(C)C (stereo not given),5,-22,-31,-13,-2,-25
CC(C)(C)SCCO,-6,-6,-5,-4,14,-15
CCC(O)(Cc1ccccc1)C(C(=O)O)c1ccccc1 (stereo not given),-28,-26,5,5,-32,-31
O=C(O)c1nn(-c2ccccc2)nc1-c1nn(-c2ccccc2)nc1C(=O)O,3,-31,-30,-41,-37,-20

# Copied from above for reference:
SMILES,bub3,yeast mlh1 rad18,cln2 rad14,sgs1 mgt1,rad50,yeast mec2-1
N#CC(NNC(=O)c1ccccc1O)c1ccc(O)cc1 (stereo not given),8,-22,-18,3,7,1
Nc1cc(N)[nH]c(=O)n1,-24,-13,15,-25,-8,-30
CC(C)CN(CC(=O)NC(=O)c1ccccc1)CC(C)C,-4,-4,-38,-12,-2,-10
N#Cc1c(F)c(F)c(NN)c(F)c1F,-18,-28,-48,-5,4,-8

# The list continues:
SMILES,bub3,yeast mlh1 rad18,cln2 rad14,sgs1 mgt1,rad50,yeast mec2-1
Cc1cccc(C(C)C)c1NC(=O)C(=O)C(C(=O)c1ccccc1F)C1OC(=O)c2ccccc21 (stereo not given),-28,-18,17,3,-15,-9
NCCCC(=O)O,-15&-9&-24&-17,/,-14&11&1&7,/,-26&-3&-27&-6,/
N=C1C=C/[N+](=C\C=CCO)C([O-])=N1,-43,-3,-3,-35,-18,-21
CCCCCCCCCCCCCCCC(=O)Nc1cccc2c[n+](CC(=O)c3ccc(NC(=O)CCC(=O)OC)cc3)ccc12,48,38,46,69,42,44
CC(=O)OC12c3ccccc3-c3ccccc3C1C1C(=O)N(C)C(=O)C12Cl (stereo not given),36,13,10,-12,-13,-22
COc1ccc(OC)c(NC(=O)OCc2ccc3c(c2)OCO3)c1,27,-5,10,5,1,-14
O=C1c2ccccc2-c2ccc(N3C(=O)C4CCCCC4C3=O)cc21 (stereo not given),75*,-26,-37,-9,-31,5
CC1C(=O)CCc2ccccc21 (stereo not given),24,7,16,-1,50,3
CCCCCCCCOC(=O)Nc1ccc(S(=O)(=O)CC)cc1,-2,-22,-32,-23,-3,-7
Clc1ccc(OCCSCCOc2ccc(Cl)cc2)cc1,1,2,-22,12,9,-18
O=P1(c2ccccc2)c2ccccc2-c2ccccc21,26,48,42,45,30,-2
COc1ccc(Nc2nc3c(N)cc(C(F)(F)F)cc3nc2-c2ccccc2)cc1,6,1,26,-2,11,3
C=CCC1(CN(C)C)CC/C(=C\c2ccc3c(c2)OCO3)C1=O (stereo not given),6,32,39,19,36,-9
O=P1(O)c2ccccc2CCc2ccccc21,-11,3,30,4,10,-15
CN=C(N)N/N=C/c1ccc2c(c1)Cc1ccccc1-2,22,81*,20,30,73*,23
CCCCc1c(OS(=O)(=O)c2ccc(C)cc2)c(C#N)c2[nH]c3ccccc3n2c1=O,1,40,-4,2,-2,-9
CC(=O)OCC1OC(O[C@H]2C=C[C@@H](C(=O)OCc3ccccc3)n3c(=O)n(-c4ccccc4)c(=O)n32)C(OC(C)=O)C(OC(C)=O)C1OC(C)=O (stereo not given in full),75*,29,54,71*,59,57
Cc1ccc(N)cc1[N+](=O)[O-],15,16,18,6,12,2
Cc1cc(C(=O)O)cc(=O)[nH]1,-24,-9,-8,-7,-12,-7
CCCCN(CCCC)CCN1C(=O)c2ccccc2S1(=O)=O,-12,16,4,-6,-5,-4

# An excerpt of these results, with each value named:
O=P1(c2ccccc2)c2ccccc2-c2ccccc21
- bub3: 26
- yeast mlh1 rad18: 48
- cln2 rad14: 42
- sgs1 mgt1: 45
- rad50: 30
- yeast mec2-1: -2

CCCCc1c(OS(=O)(=O)c2ccc(C)cc2)c(C#N)c2[nH]c3ccccc3n2c1=O
- bub3: 1
- yeast mlh1 rad18: 40
- cln2 rad14: -4
- sgs1 mgt1: 2
- rad50: -2
- yeast mec2-1: -9

Cc1ccc(N)cc1[N+](=O)[O-]
- bub3: 15
- yeast mlh1 rad18: 16
- cln2 rad14: 18
- sgs1 mgt1: 6
- rad50: 12
- yeast mec2-1: 2

CN=C(N)N/N=C/c1ccc2c(c1)Cc1ccccc1-2
- bub3: 22
- yeast mlh1 rad18: 81*
- cln2 rad14: 20
- sgs1 mgt1: 30
- rad50: 73*
- yeast mec2-1: 23

# Fetched by structure from the list above (5):
SMILES,bub3,yeast mlh1 rad18,cln2 rad14,sgs1 mgt1,rad50,yeast mec2-1
Cc1ccc(N)cc1[N+](=O)[O-],15,16,18,6,12,2
CC(C)CN(CC(=O)NC(=O)c1ccccc1)CC(C)C,-4,-4,-38,-12,-2,-10
CN=C(N)N/N=C/c1ccc2c(c1)Cc1ccccc1-2,22,81*,20,30,73*,23
CCS(=O)(=O)C(C(OC(C)=O)C(OC(C)=O)C(OC(C)=O)C(COC(C)=O)OC(C)=O)S(=O)(=O)CC (stereo not given),-9,11,3,7,23,4
COc1ccc(Nc2nc3c(N)cc(C(F)(F)F)cc3nc2-c2ccccc2)cc1,6,1,26,-2,11,3

# (more compounds)
SMILES,bub3,yeast mlh1 rad18,cln2 rad14,sgs1 mgt1,rad50,yeast mec2-1
CC(C)=CCC/C(C)=C/CC/C(C)=C/COC(N)=O,2,6,-5,-4,2,-1
COc1cc(C(=O)C/C(CCC(=O)Nc2ccc(Cl)cc2Cl)=N/NC(=O)C(=O)NN)ccc1O,-10,-40,16,-36,-27,-17
S=C1SCN(Cc2cccs2)CN1Cc1cccs1,81*,75*,30,78*,71*,71*
Cc1cc2oc(C)c(S(=O)(=O)NC(=O)Nc3ccc(Cl)cc3)c(=O)c2c(=O)o1,12,-3,4,-2,-3,0
CC(=O)Nc1ccc(/C=C2\C(=O)NC(=S)N2/C=C(\C#N)c2ccc([N+](=O)[O-])cc2)cc1,-2,1,4,-6,-1,2
CCN(CC)CC(=O)N1CCc2c([nH]c3ccccc23)C1c1cccnc1 (stereo not given),-36,-35,-6,-12,-40,-21
Clc1ccc(C(n2cc(Br)cn2)n2cc(Br)cn2)cc1,91*,88*,90*,91*,90*,91*
Nc1ccc2cc3ccccc3cc2c1,7,25,-18,2,13,-21
O=c1cc(-c2ccccc2)oc2ccc(-c3ccc4oc(-c5ccccc5)cc(=O)c4c3)cc12,59,88*,28,32,37,41
COc1cc(CCNC(C)=O)cc(OC)c1OC,8,5,6,-6,8,4
Nc1ncnc2nc(C3COCCO3)[nH]c12 (stereo not given),-18,42,-11,2,4,33
O=C1c2ccccc2C(=O)N1/N=C/c1cc([N+](=O)[O-])ccc1Cl,/,-11,/,/,6,-15
CCCC(CCC)C(=O)O,-11,-1,8,-9,-18,3
CCCCN=C(c1ccc(O)cc1)c1ccc(OC)cc1O,58,36,27,64,43,19
Cc1ccc([B-]23OCC[N+]2(CNC(=O)c2ccccc2O)CCO3)cc1 (stereo not given),4,13,4,4,26,-4
COC(=O)c1ccccc1N1C(=O)Cc2ccccc2C1=O,8,26,23,34,23,18
COc1ccc(NC(=S)NN=C(C)c2cccc(C(C)=NNC(=S)Nc3ccc(OC)cc3)n2)cc1,-14,2,-16,5,-26,-23
C=C/C=C1\CCOC1=O,3,-11,-3,3,1,-6
COc1cc(/C=N/N=C/c2cc(OC)cc(OC)c2)cc(OC)c1,-5,4,-7,-2,6,-11
O=C(O)c1ccccc1C(=O)Nn1cnnc1,-8,0,17,-26,-8,1
CN1C/C(=C\c2ccccc2[N+](=O)[O-])C(=O)/C(=C/c2ccccc2[N+](=O)[O-])C1,21&14,-29&17,-9&5,-49&26,-14&-4,29&15
COc1cc2c(c(OC)c1OC)-c1ccc(S(C)(=O)=O)c(=O)cc1[C@@H](NC(C)=O)CC2,-35,-44,5,3,3,-7
N#CC1CCN(Cc2ccccc2)C(C#N)C1 (stereo not given),-14,3,-5,-17,-9,-3
CC(C)(C)OC(=O)NCCCCC(N)C(N)=O (stereo not given),5,-2,16,-32,-20,-32
Cc1[nH]c(C)c(CN(C)C)c1CN(C)C,-32,-15,30,-38,-3,-38
CCCN(CCC#N)C(=S)Nc1ccc(C)c(C)c1,-42,-28,-8,-3,-13,-55
CC(=O)NNc1nc(C)c(C(=O)NNC(=O)C(=O)Nc2ccc(Cl)cc2)s1,20,23,-63,16,27,0
COc1ccccc1C1C(Cl)C(=O)N1NC(=O)Cc1ccccc1 (stereo not given),-35,-32,-4,-34,-32,-16
CC(=O)N/N=C/c1ccc(C)cc1,-12,2,-1,-11,7,-1
CCN(C(=O)/C=C/c1ccccc1)C1CCCCC1,35,48,47,53,17,28
O=C(c1ccccc1)C1N=NN(Cc2ccccc2[N+](=O)[O-])C1C(=O)c1ccccc1 (stereo not given),-1,-1,-58,-25,-7,-31
Nc1cccc(-c2nc3ccccc3[nH]2)c1,-20,-15,-9,-18,-22,-26
CCOC(=O)C1=CC(C(=O)OCC)=C2C=CC=C3C=CC=C1N32,-18,-3,-2,26,8,9
CC1=NNC(=O)CC1,-12,5,-11,-3,16,-4
CC1=C(C(=O)Nc2ccccc2C)C(c2ccccc2O)C(C(=O)Nc2ccccc2C)=C(C)N1,14,23,16,30,32,27
CCC(C)(O)CCC(C)(O)CC (stereo not given),20,9,-15,15,28,5
Nc1ncc(NC(=S)Nc2ccc(C(=O)O)cc2)c(=O)[nH]1,-14,-2,-47,-3,-15,-5
COC(=O)CNC(=O)C(Cc1ccc(OCc2ccccc2)cc1)NC(=O)OC(C)(C)C (stereo not given),-11,27,2,23,7,11
CCc1ccc(NC(=S)NC(=O)C(C)Oc2ccccc2)cc1 (stereo not given),79*,9,15,55,40,22
N#CCCC1C(C#N)C2CC1C1C3C=CC(C3)C21 (stereo not given),-4,26,28,30,9,11
Cc1c(I)sc(I)c1I,4,13,13,31,40,2
O=C(Nc1ccc(C(=O)O)cc1)OCc1ccccc1,2,-8,-36,16,2,9
CCCCC(=O)C(CC)(c1ccccc1)N(C)C (stereo not given),-2,-18,-21,-9,-12,-31
O=C1C(Cl)N(c2ccc(Cl)cc2)C1c1c[nH]c2ccccc12 (stereo not given),-28,-28,-12,9,-13,-15
Cc1cc2nnnn2c2ccccc12,-7,-20,-2,-17,-30,-21
CCOC(=O)C1(C)CCc2sc(N)c(C#N)c21 (stereo not given),3,-8,-11,4,-29,-2
CS(=O)(=O)OCC(=O)C(=O)COS(C)(=O)=O,13,14,21,7,5,3
COc1ccc2c(C)cc(N/N=C\c3ccnc4ccccc34)nc2c1,6,24,29,52,60,14
CCCCCCCCCCCC(O)S(=O)(=O)O (stereo not given),8,17,-14,0,-4,38
NC(=O)N/N=C/C(O)C(O)C(O)C(O)CO (stereo not given),36,20,7,36,77*,60
# Next part.
SMILES,bub3,yeast mlh1 rad18,cln2 rad14,sgs1 mgt1,rad50,yeast mec2-1
CCCNC(=O)Oc1ccccc1C(=O)NCO,17,-6,-14,-9,-4,0
COc1ccccc1C1c2cc3c(cc2OC(N2CCOCC2)C1C)OCO3 (stereo not given),41,60,18,26,37,14
CC(=O)Nc1cccc(C(=O)O)c1,9,-17,40,6,1,0
O/N=C\CC/C=N\O,10,41,5,54,64,7
Cc1cccc(C2=N/C(=C\c3cccc4ccccc34)C(=O)O2)c1,-3,9,12,7,5,4
CN(C)C(=O)Nc1cccc(OC(=O)NCCCl)c1,41,21,1,31,7,52
Cc1cc(C)nc(NS(=O)(=O)c2ccc(NC(=O)c3cccn4c(=O)c5ccccc5nc34)cc2)n1,27,0,28,17,13,1
O=C1CCN(Cl)C(=O)N1Cl,10,19,14,5,12,12
C/C=C/C=N/N(C(=O)c1cc([N+](=O)[O-])cc([N+](=O)[O-])c1)C1=NC(c2ccccc2)C(c2ccccc2)=NN1 (stereo not given),15,26,41,13,42,24
CSc1n[nH]c(N)c1C(=O)Nc1ccc(C)cc1,49,11,22,40,20,11
OCC(O)C(O)C(O)c1nn(-c2ccccc2)c2nc3cc(Cl)c(Cl)cc3nc12 (stereo not given),-6,-4,11,-33,1,-10
O=S1(=O)CC2(C1)OCCO2,10,-11,-22,12,6,-1

# High-throughput results from PubChem BioAssay.
